# BAZ2B block = blocks human BAZ2B. 4.4% of 360,000 active. Q9UIF8. AlphaScreen BAZ2B-H3K14Ac peptide displacement. Potency, µM (top dose mostly 114 µM), inactives show top-dose activity change, negative = inhibition, usual class: inhibitors; note: % is set by controls: 0 for no effect and ±100 for the full control effect; nearly all actives have a fitted effect of over 60% in size
# Target sequence (Q9UIF8 whole entry, looked up): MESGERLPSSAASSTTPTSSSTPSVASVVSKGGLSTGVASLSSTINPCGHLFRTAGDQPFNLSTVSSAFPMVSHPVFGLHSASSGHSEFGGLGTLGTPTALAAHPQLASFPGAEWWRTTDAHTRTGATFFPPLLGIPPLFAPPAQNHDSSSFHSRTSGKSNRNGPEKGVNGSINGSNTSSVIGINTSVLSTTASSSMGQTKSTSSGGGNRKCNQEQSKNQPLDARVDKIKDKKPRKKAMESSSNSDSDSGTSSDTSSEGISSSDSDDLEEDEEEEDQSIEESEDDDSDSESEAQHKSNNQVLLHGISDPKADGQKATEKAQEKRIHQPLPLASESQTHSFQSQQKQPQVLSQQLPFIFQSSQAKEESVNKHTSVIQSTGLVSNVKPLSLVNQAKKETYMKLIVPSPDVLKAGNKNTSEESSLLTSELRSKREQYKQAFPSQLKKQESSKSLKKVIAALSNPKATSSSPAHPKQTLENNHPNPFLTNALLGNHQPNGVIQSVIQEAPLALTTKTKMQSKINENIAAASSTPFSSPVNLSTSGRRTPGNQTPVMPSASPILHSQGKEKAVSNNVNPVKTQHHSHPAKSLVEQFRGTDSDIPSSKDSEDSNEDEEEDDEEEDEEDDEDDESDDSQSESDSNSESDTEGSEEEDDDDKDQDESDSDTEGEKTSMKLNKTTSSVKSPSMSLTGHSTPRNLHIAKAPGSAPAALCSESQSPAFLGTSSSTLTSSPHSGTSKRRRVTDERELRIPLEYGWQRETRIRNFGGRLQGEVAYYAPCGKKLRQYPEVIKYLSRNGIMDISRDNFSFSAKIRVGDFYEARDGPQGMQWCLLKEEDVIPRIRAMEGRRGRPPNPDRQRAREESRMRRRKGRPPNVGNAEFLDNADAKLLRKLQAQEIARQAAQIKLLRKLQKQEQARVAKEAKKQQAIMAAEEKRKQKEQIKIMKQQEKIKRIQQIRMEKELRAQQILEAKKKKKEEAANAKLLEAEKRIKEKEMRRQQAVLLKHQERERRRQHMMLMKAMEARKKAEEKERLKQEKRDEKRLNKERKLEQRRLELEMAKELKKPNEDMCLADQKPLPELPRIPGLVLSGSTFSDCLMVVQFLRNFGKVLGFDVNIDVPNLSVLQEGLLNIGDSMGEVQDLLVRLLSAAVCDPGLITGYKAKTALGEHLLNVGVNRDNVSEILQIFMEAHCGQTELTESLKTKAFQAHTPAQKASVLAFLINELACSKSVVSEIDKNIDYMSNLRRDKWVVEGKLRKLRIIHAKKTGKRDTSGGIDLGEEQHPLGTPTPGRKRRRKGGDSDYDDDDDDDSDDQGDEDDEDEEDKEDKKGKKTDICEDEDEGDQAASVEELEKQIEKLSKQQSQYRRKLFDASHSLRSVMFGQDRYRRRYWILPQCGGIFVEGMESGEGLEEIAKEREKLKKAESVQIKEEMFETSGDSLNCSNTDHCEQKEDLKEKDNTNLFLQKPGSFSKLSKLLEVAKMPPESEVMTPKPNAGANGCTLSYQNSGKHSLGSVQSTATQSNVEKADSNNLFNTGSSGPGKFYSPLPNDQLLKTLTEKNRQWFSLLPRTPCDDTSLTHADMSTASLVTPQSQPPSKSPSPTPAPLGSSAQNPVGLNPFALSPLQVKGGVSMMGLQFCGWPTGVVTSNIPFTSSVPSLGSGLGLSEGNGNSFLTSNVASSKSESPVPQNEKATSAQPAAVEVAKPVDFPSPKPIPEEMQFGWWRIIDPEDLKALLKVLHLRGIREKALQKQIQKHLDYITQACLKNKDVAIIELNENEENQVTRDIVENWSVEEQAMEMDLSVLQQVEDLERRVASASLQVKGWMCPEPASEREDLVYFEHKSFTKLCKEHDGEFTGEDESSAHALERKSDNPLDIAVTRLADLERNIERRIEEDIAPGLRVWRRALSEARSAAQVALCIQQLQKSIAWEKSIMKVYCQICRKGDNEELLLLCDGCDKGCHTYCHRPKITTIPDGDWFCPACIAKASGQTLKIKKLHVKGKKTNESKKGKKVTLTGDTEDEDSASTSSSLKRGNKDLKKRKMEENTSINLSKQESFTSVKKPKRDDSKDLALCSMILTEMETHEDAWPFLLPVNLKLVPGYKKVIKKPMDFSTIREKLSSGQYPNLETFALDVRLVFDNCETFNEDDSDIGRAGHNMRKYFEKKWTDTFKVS
#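 AlphaScreen displacement: compounds (up to 110uM) incubated 30 min at room temperature with a preformed 50 nM BAZ2B/50 nM biotinylated H3K14Ac peptide complex in PBS pH 7.4 with Tween-20. Donor and acceptor beads at 10 ug/mL final added, 20 min light-protected before reading.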
# Pol eta inh = DNA polymerase eta (human) inhibition. recombinant Pol eta, fluorescent DNA replication assay. Potency, µM (highest dose often 114 µM), for inactives: at the highest dose activity change, negative = inhibition, hits mostly inhibitors. Q9Y253. 1.2% of 390,000 active; note: % is set by controls: 0 for no effect and ±100 for the full control effect
#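 Fluorescent replication assay: 50 nM final substrate added after a 15 min room-temperature compound preincubation with 10 nM enzyme. Signal taken at 0 min and again at 10 min.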
# APEX1 inh = blocks human APE1 abasic DNA cleavage | recombinant APE1, TAMRA/BHQ-2 abasic DNA cleavage fluorescence | Potency, µM (doses to about 65.8 µM), for the others: top-dose activity change, negative = inhibition, actives largely listed as inhibitors | 0.35% of 350,000 active | P27695;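 note: plate controls were vehicle for no effect and reference inhibitor for full effect; nearly all actives have a fitted effect of over 55% in size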
#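 Compound pre-exposure to 0.75 nM APE1, 15 min at ambient temperature. Reaction initiated with 50 nM TAMRA/BHQ-2 THF substrate, read immediately in kinetic mode, 525 nm excitation, 598 nm emission.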
# POLI inh = blocks human DNA polymerase iota activity; Q9UNA4; Pol iota fluorescent replication assay, 10 min; Potency, µM (series often up to 115 µM), inactives show at the top dose activity, negative = inhibition, usual class: inhibitors; 1% of 390,000 active; AID 588590
#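 Fluorescent replication assay read twice, at 0 min and 10 min after adding 50 nM (final) substrate. Enzyme (10 nM) and compounds were first incubated 15 min at room temperature; enzyme-free buffer wells were negative controls.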
# G9a block = inhibitors of human histone lysine methyltransferase G9a; Q96KQ7; G9a H3K9 monomethylation, AlphaScreen, 2 h; Potency, µM (titrated, usually from 102 µM), for inactives: top-dose activity, negative = inhibition, actives largely listed as inhibitors; 8.8% of 350,000 active; note: % is set by controls: 0 for no effect and ±100 for the full control effect; nearly all actives have a fitted effect of over 75% in size
#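 AlphaScreen read-out: biotin-H3K9 peptide (500 nM) methylation by 20 nM enzyme with 20 uM SAM, 2 h at room temperature after 15 min compound preincubation; anti-monomethyl H3K9 antibody plus donor/acceptor beads, 10 min dark.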
# Pol beta inh = blocks human DNA polymerase beta activity; Pol beta primer extension/strand displacement, fluorescence kinetic; 1.3% of 340,000 active; Potency, µM (series often up to 114 µM), for the others: at the top dose activity change, negative = inhibition, usual class: inhibitors; note: % is set by controls: 0 for no effect and ±100 for the full control effect
#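 Pol beta (10 nM) was preincubated with compound for 15 min at room temperature. The reaction was then started with 50 nM substrate and read immediately and after a further 10 min at room temperature.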
# BLM inh = inhibitors of human Bloom syndrome helicase BLM | recombinant BLM DNA unwinding, fluorescence dequenching | Potency, µM (highest dose often 56.1 µM), without a hit: at the highest dose activity change, negative = inhibition, usual class: inhibitors | 0.2% of 350,000 active;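 note: plate controls were vehicle for no effect and no enzyme for full effect; nearly all actives have a fitted effect of over 35% in size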
# JMJD2A Tudor = blocks the human JMJD2A Tudor domain; AID 504339; AlphaScreen JMJD2A-Tudor / H3K4me3 peptide binding; 4.4% of 390,000 active; Potency, µM (highest dose often 114 µM), inactives show at the top dose activity change, negative = inhibition, most hits filed as inhibitors; O75164; note: % is set by controls: 0 for no effect and ±100 for the full control effect; nearly all actives have a fitted effect of over 50% in size
# Pol kappa inh = blocks human DNA polymerase kappa activity | purified Pol kappa, fluorescent DNA synthesis assay, 10 min | 0.53% of 400,000 active | Potency, µM (series often up to 107 µM), without a hit: at the top dose activity, negative = inhibition, hits mostly inhibitors | AID 588579 | Q9UBT6; note: % is set by controls: 0 for no effect and ±100 for the full control effect
#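 10 nM Pol kappa was preincubated with compounds for 15 min at room temperature. Reaction started with 50 nM (final) substrate. Fluorescence read kinetically at 0 and 10 min.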
# * = called active by the depositor; ? = inconclusive; nt = no result given; & = joins results of further samples; [ ] = another dose, or the depositor's remark. Calls come from the whole dose curve; as a rule, active = well fitted curve in the direction sought with a large enough effect; inconclusive = small, poorly fitted or top-dose-only effect, or another doubt; inactive = no such curve, though single readings can be large; an effect the other way counts as inactive or inconclusive. Potency is the fitted concentration of half-maximal effect. This is a subset (hit frequency here may not be typical).
BAZ2B block,Pol eta inh,APEX1 inh,POLI inh,Molecule,G9a block,Pol beta inh,BLM inh,JMJD2A Tudor,Pol kappa inh
5%,0%,1%,1%,COCC(C)n1c(SCC(=O)NCCC2=CCCCC2)nc2ccccc2c1=O (configuration not stated),-30%[59 µM],-1%,-3%,-11%,-8%
8%,-3%,-7%,2%,Cc1cc(C)cc(NC(=O)COC(=O)Cn2cnc3c2c(=O)n(C)c(=O)n3C)c1,-14%[59 µM],nt,nt,-10%,-1%
4%,-13%,-3%,25%,CCOC(=O)c1cc(-c2csc(COc3ccccc3)n2)on1,39%,0%,-2%,51%[activator],3%
2%,-13%,2%,0%,COC(=O)c1ccc(NC(=S)Nc2ccccc2)cc1,-50%[59 µM],?,-2%,-17%,-4%
?,-3%,nt,-16%,CC(C)CCNC(=O)c1ccc(Cn2c(=O)c3cccn3c3cccnc32)cc1,-6%[59 µM],61%,-1%,-10%,-17%
3%,2%,2%,10%,CCn1c(SCC(=O)N2CCN(C(=O)c3ccco3)CC2)nnc1C(C)C,15%,-6%,-1%,-3%,0%
2%,-18%,-2%,195%[activator],COC(=O)c1cnn(-c2ccc(Cl)cc2)c1/C=N/NC(N)=S,6%,-1%,-3%,-10%,-6%
?,-9%,-3%,-8%,Cn1c(=N)n(CC(=O)C(C)(C)C)c2ccccc21,-5%[12.7 µM],7%,-2%,-31%,0%
4%,-15%,1%,?,Cc1cc(OCC(O)CN2CCc3ccccc3C2)cc(C(C)C)c1 (configuration not stated),-7%[2.33 µM],-29%,-7%,0%,9%
-4%,3%,-1%,11%,O=C(Nc1ccc2c(c1)OCCO2)N1CCN(c2ccccc2)CC1,?,9%,-2%,-3%,-10%
-4%,4%,23%,-11%,COC(=O)C1=C(NC(=O)c2ccccc2C)CCS1,-34%,16%,-8%,79µM*,-7%
5%,-6%&-12%,-2%,0%&12%,CCOC(=O)N1CCC(Nc2c(NCCCN(CC)Cc3ccccc3)c(=O)c2=O)CC1,-8%,22%,-8%,-4%&-20%,-14%&-13%
-14%,-6%,2%,135%[activator],O=C(Nc1ccc2c(c1)OCCO2)c1oc2ccccc2c1NC(=O)C1CC1,-2%,?,-5%,-23%,-9%
-5%,-13%,16%,-23%,COCCn1c(SCC(=O)N(C)c2ccccc2)nc2c([nH]c3ccccc32)c1=O,nt,12%,-2%,-1%,0%
-9%,5%,-1%,-3%,Cc1cnc(C(=O)NC(C)CCc2ccccc2)cn1 (configuration not stated),-1%,-9%,2%,9%,3%
12%,10%,-2%,5%,Cc1cc(C(=O)CSc2nnnn2-c2ccccc2)c(C)n1CC1CCCO1 (configuration not stated),-39%[59 µM],-3%,-7%,-19%,1%
-5%,-14%,-18%,?,Cc1cc(C)c(C)c(S(=O)(=O)NCc2ccc(C(=O)N3CCCCC3)cc2)c1C,18%[59 µM],14%,-11%,-1%[11.4 µM],-2%
-1%,-10%,62%[activator],23%,CCOc1ccccc1-n1c(=S)sc2c(=O)n(-c3ccc(F)cc3)c(SCC(=O)O)nc21,-5%,-9%,-4%,-6%,-15%
?,?,?,25%,C#CCOCCOCCOCCNc1nc(N2CCN(C(=O)CCCCCCCCCCNC(=O)Cn3cc(C[C@@H](C)O)nn3)CC2)nc(N2CCN(C(=O)CCCCCCCCCCNC(=O)[C@H](CCCN=C(N)N)n3cc(C[C@@H](C)CC)nn3)CC2)n1,-35%[2.33 µM],nt,nt,45µM*,-12%
?,-6%,-3%,14%,CCc1ccccc1Nc1nc(N)nc(COC(=O)c2cccn2C)n1,?,5%,-6%,-31%,3%

# No new results follow: three of the compounds above.
BAZ2B block,Pol eta inh,APEX1 inh,POLI inh,Molecule,G9a block,Pol beta inh,BLM inh,JMJD2A Tudor,Pol kappa inh
5%,0%,1%,1%,COCC(C)n1c(SCC(=O)NCCC2=CCCCC2)nc2ccccc2c1=O (configuration not stated),-30%[59 µM],-1%,-3%,-11%,-8%
8%,-3%,-7%,2%,Cc1cc(C)cc(NC(=O)COC(=O)Cn2cnc3c2c(=O)n(C)c(=O)n3C)c1,-14%[59 µM],nt,nt,-10%,-1%
4%,-13%,-3%,25%,CCOC(=O)c1cc(-c2csc(COc3ccccc3)n2)on1,39%,0%,-2%,51%[activator],3%

# More structures follow:
BAZ2B block,Pol eta inh,APEX1 inh,POLI inh,Molecule,G9a block,Pol beta inh,BLM inh,JMJD2A Tudor,Pol kappa inh
-2%,-15%,2%,-2%,CCCCN1CNC(=S)N(c2cc(C)ccc2C)C1,9%[59 µM],7%,0%,-2%,-1%
1%,-17%,6%,-7%,Cc1nn(Cc2cccc(F)c2)c(C)c1NC(=O)c1c(Cl)cnn1C,12%[59 µM],29%,2%,-11%,-17%
-10%,1%,1%,?,COc1cc(/C=C/C(=O)O)cc(S(=O)(=O)Nc2cc(Cl)c(Cl)cc2Cl)c1OC,nt,19%,2%,-15%,-23%
-37%,-7%,2%,5%,CCOC(=O)c1cc(-c2ccc(OC)cc2)n(CCC(=O)NCCN2CCC(C)CC2)c1C,?,-16%,-5%,-34%,-4%
-4%,-2%,nt,9%,O=C(Nc1sc2c(c1C(=O)NCc1ccco1)CCCC2)c1cc(=O)c2cc(Cl)ccc2o1,0%[59 µM],32%,-7%,-8%,0%
-3%,10%,nt,?,CCCS(=O)(=O)c1nc(S(=O)(=O)c2ccc(C)cc2)c(N(C)Cc2ccccc2)s1,-34%[59 µM],31%,-2%,0%,-2%
nt,-8%,nt,16%,CN(Cc1ccccc1)C(=O)COc1ccc2ccccc2c1,nt,nt,nt,11%,-9%
-3%,-23%,5%,27%,COc1ccc(C(CNC(=O)COc2ccc(Cl)cc2C)N2CCCCC2)cc1 (configuration not stated),75%[activator],28%,-1%,-9%,4%
?,-7%,nt,33%[activator],Cc1ccc(/C=C/C(=O)N2CCC(c3nc4ccccc4o3)CC2)cc1,-36%[59 µM],7%,-11%,-6%,-18%
1%,-12%,-4%,-9%,CCOC(=O)C1(Cc2cccc(Cl)c2)CCCN(C(=O)c2ccc(C)nc2)C1 (configuration not stated),2%,5%,-4%,-15%,3%
-29%,-18%,6%,3%,Cc1cccc(C(=O)NNC(=O)CCC(=O)Nc2cccc(Cl)c2C)c1,0%[59 µM],-1%,-3%,-8%,-1%
nt,-18%,nt,29%,O=C1C=C(c2ccccc2)CO1,nt,nt,nt,0%,1%
5%,-8%,5%,16%,O=C(c1cnn2c(C(F)F)cc(-c3ccccc3)nc12)N1CCCc2ccccc21,-5%,-1%,0%,7%,0%
-2%,-3%,4%,11%,COCc1ccc(CN2CCCC(CO)(Cc3cccc(OC)c3)C2)o1 (configuration not stated),-8%,26%,0%,-17%,-3%
-1%,0%,-8%,31%[activator],CC1CCCC(NC(=O)C2CCC(CNc3c(N4CCCC4)c(=O)c3=O)CC2)C1C (configuration not stated),6%,0%,-1%,-6%,-1%
?,-9%,-3%,14%,CCCC(=O)Nc1ccc(C(=O)NNC(=O)c2ccco2)cc1,-17%,-1%,0%,4%,-12%
-16%,-10%,-16%,38%[activator],O=C(O)C(Cc1c[nH]c2ccccc12)NS(=O)(=O)c1ccc(Cl)c(C(F)(F)F)c1 (configuration not stated),-51%,28%,-2%,?,6%
22%,-17%,nt,18%,O=C(NCc1ccccc1Cl)c1ccc2c(c1)N(Cc1ccccc1)C(=O)c1ccccc1S2,2%[59 µM],10%,-2%,-16%,-4%[60.1 µM]
3%,-8%,7%,-2%,Clc1ccc(NCn2cncn2)nc1,-19%[59 µM],31%,-3%,-15%,-6%
50µM*,-2%,11%,-9%,C#CCOCCOCCOCCNc1nc(N2CCN(C(=O)[C@H](CCC(=O)O)n3cc(C(N)[C@H](C)CC)nn3)CC2)nc(N2CCN(C(=O)[C@H](Cc3ccc(O)cc3)n3cc(C(N)[C@H](C)CC)nn3)CC2)n1 (some centres not stated),-130%[59 µM],44%,3%,40µM*,4%

# Additional entries follow:
BAZ2B block,Pol eta inh,APEX1 inh,POLI inh,Molecule,G9a block,Pol beta inh,BLM inh,JMJD2A Tudor,Pol kappa inh
8%,-5%,-2%,26%,CN(C)CCCN1C(=O)c2cccc3cccc(c23)C1=O,12%,?,94%[activator],-8%,-21%
6%[57.1 µM],-9%,16%,-2%,O=C1C=C(c2ccc(Cl)cc2)OC2(CCCC2)O1,8%[12.7 µM],0%,-3%,46%[activator],8%
0%,11%,-1%,8%,Cc1ccc(N(CC(=O)NCc2cccnc2)S(C)(=O)=O)cc1C,11%[59 µM],11%,-3%,2%,-14%
-7%,-12%,-2%,12%,CCOC(=O)c1cnn(-c2nc(C)cc(C)n2)c1N,-5%[12.7 µM],0%,0%,-14%,4%
?,-9%,nt,15%,Cc1ccc(NC(=O)CC2Nc3ccccc3NC2=O)cc1C (configuration not stated),?,-4%,-8%,-24%,-19%
4%,0%,-5%,-15%,Cc1coc2c1c(C)cc1oc(=O)c(CC(=O)NCCCCCC(=O)O)c(C)c12,26%,16%,-1%,-23%,-21%
1%,-6%,3%,23%,Cc1cccc(NC(=O)c2cc(Cl)nc3ccccc23)n1,-3%,7%,-1%,-12%,-2%
?,-9%,9%,?,COc1ccc(C)cc1Nc1n[n+](-c2ccccc2)c(-c2ccc(OC)c(OC)c2OC)s1,nt,2%,-10%,?,-5%
?,-4%,-6%,3%,O=C(Nc1ccccc1)c1cccc(S(=O)(=O)NCc2ccco2)c1,?,-16%,-1%,-22%,-14%
nt,-10%,-5%,7%,CCCCC1(C)NC(=O)N(CC(=O)Nc2ccc(S(=O)(=O)N3CCOCC3)cc2)C1=O (configuration not stated),-40%[59 µM],3%,-6%,5%,0%
-2%,-12%,-1%,7%,COC(=O)CCn1nnc(-c2cccs2)n1,-3%[59 µM],-9%,-1%,-4%,4%
0%,-10%,56%[activator][12.4 µM],-18%,O=C(Nc1cccc2ncccc12)c1ccc([N+](=O)[O-])o1,-7%[59 µM],-18%,-2%,-1%,-2%
2%,1%,-1%,6%,COc1ccc(C2SCC(=O)N2c2c(C)n(C)n(-c3ccccc3)c2=O)cc1 (configuration not stated),10%[59 µM],5%,-1%,1%,-8%
?,nt,-10%,nt,O=C(O)c1ccc2c(c1)C(=O)N([C@H](Cc1ccc([N+](=O)[O-])cc1)C(=O)O)C2=O,8%[12.7 µM],nt,-1%,-8%,nt

# Screening results: PubChem, National Center for Advancing Translational Sciences (NCATS)
